Assay outcomes (PubChem BioAssay)
NPY Y1 blocker: blocks the human neuropeptide Y Y1 receptor. P25929. HEK293-CNG Y1 cells, membrane potential fluorescence; NPY at EC95, then isoproterenol. inhibition, % at 3.6 µM. actives 1% (n = 200,000);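 active = inhibition above the campaign mean inhibition of all tested compounds plus 3 SD, cut at about 20% in these data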;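 also: 0% = DMSO wells given NPY plus isoproterenol and 100% = isoproterenol alone without NPY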
Target sequence (P25929 whole entry, looked up): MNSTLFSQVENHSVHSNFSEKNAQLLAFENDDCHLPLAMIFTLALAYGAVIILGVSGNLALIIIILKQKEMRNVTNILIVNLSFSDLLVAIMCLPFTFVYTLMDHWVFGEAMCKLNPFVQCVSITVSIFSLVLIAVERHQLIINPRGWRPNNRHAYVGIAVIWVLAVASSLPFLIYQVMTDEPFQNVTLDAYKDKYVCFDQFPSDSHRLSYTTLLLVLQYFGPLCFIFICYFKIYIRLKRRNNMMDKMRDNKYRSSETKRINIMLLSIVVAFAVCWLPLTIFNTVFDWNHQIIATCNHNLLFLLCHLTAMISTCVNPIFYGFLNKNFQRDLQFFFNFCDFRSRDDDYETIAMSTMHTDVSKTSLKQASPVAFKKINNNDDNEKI
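Material: Y1- and CNG-channel-expressing HEK293 cells / Probe or stimulus: NPY 25 nM then isoproterenol 1 µM plus Ro 20-1724 25 µM / Doses: 3.6 µM single dose, DMSO 0.4% / Schedule: compound incubation 1 h at room temperature, readout 45 min post-stimulation / Signal: membrane potential fluorescence / Benchmarks: isoproterenol-only wells as full block versus NPY-plus-isoproterenol wells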
CHOP inh: blocks CHOP induction under ER stress | CHO-K1 CHOP-promoter luciferase, tunicamycin-induced, 15-18 h | inhibition, % at 10 µM | actives 3.8% (n = 220,000) | AID 2732;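 active = compounds that reduced the stress-induced luciferase reporter signal by more than about 70% of percent inhibition, limit read from the data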;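 also: 0% = tunicamycin plus vehicle and 100% = wells without tunicamycin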
EP2 modulator: modulators of human EP2 prostaglandin E2 receptor | induction, % at 25 µM | AID 940 | actives 0.83% (n = 260,000) | EP2-expressing cells, cAMP HTRF FRET, PGE2 co-stimulation;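 active = compounds whose cAMP rise, as percent of the full-agonist control response, exceeds 60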;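 also: rat C6 glioma line stably carrying human EP2 under a CMV promoter; the protocol text gives 20 µM as final concentration; 100% = response of wells given 1 µM PGE2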
S1P4 ag: agonists of human S1P4 receptor; O95977; S1P4-expressing cell line, agonist reporter assay; activation, % at 4.98 µM; actives 0.35% (n = 220,000); in the data active = activation above about 11%;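 also: 0% = DMSO vehicle and 100% = reference agonist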
TRPML3 agonist: agonists of human TRPML3 channel | Q8TDD5 | HEK293 TRPML3-YFP, Fluo-8 calcium fluorescence; 100% = the carbachol control signal | actives 0.29% (n = 220,000) | AID 1448 | activation, % at 3 µM;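 active = activation above its plate's cutoff, the mean activation of the plate's test wells plus 3 SD, cut at about 12% in these data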;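 also: 0% = DMSO only wells and 100% = carbachol wells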
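Material: HEK293 cells stably carrying human TRPML3-YFP; compound dosing: single dose, 3 µM final nominal compound, 0.3% DMSO final; incubation: 1-h 37 °C dye load, 5-s basal, 120-s post-compound reads; technique: Fluo-8 intracellular calcium fluorescence, excitation 470-495 nm, emission 515-575 nm; read-out basis: percent activation from peak-to-basal fluorescence ratio, scaled between DMSO and carbachol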
TRPN1 ag: zebrafish TRPN1 (NompC) channel agonism; AID 1424; HEK293 zebrafish TRPN1-YFP, Fluo-8 calcium fluorescence; 100% = response to 87 µM carbachol; actives 0.18% (n = 220,000); activation, % at 3 µM;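 active = activation above its plate's cutoff, the mean activation of test wells on that plate plus 3 SD, cut at about 19% in these data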;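 also: 0% = DMSO alone and 100% = 87 µM carbachol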
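Control set: carbachol 87 µM as high control, DMSO as low control; system: HEK293 stable line with zebrafish TRPN1-YFP; read-out: % activation versus carbachol response; detection: intracellular calcium fluorescence with Fluo-8; doses: single test compound dose, 3 µM nominal, 0.3% DMSO; schedule: dye 1 h 37 °C plus 30 min RT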
S1P4 antag: human S1P4 receptor antagonism; O95977; S1P4-expressing cells, antagonist mode, reporter read-out; inhibition, % at 4.98 µM; actives 0.26% (n = 220,000); AID 1510; in the data active = inhibition above about 29%;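 also: 0% = wells stimulated with agonist and 100% = vehicle wells without agonist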
NPY-Y2 PAM-ag: human NPY-Y2 potentiation or agonism, primary screen. P49146. cells expressing NPY-Y2, potentiator/agonist read-out. activation, % at 3.6 µM. actives 0.45% (n = 220,000); in the data active = activation above about 27%;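 also: cells stimulated with NPY near EC25 plus isoproterenol at EC100; 0% = vehicle plus submaximal agonist and 100% = vehicle plus saturating agonist; some results beyond the cut were filed as inactive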
Target sequence (P49146 whole entry, looked up): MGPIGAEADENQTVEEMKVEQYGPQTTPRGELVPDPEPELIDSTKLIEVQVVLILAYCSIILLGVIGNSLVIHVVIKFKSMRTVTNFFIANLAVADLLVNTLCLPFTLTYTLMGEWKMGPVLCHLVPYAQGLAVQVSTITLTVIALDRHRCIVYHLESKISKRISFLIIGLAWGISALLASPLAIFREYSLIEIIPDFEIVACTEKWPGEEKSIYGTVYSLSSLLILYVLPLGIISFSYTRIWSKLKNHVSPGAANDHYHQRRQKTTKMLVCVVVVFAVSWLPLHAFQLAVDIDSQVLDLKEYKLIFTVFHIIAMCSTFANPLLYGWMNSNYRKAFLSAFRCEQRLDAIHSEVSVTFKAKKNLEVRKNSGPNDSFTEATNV
NPY-Y1 PAM-ag: human NPY-Y1 potentiation or agonism, primary screen; activation, % at 3.6 µM; NPY-Y1 expressing cells, potentiator/agonist activation; actives 0.37% (n = 220,000); in the data active = activation above about 33%, passing the limit was not always enough;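 also: cells stimulated with NPY at EC10 then isoproterenol at EC100; 0% = low agonist plus stimulus and 100% = saturating agonist plus stimulus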
Starred values were filed as active, the others as inactive; · = no result given.

SMILES	NPY Y1 blocker	CHOP inh	EP2 modulator	S1P4 ag	TRPML3 agonist	TRPN1 ag	S1P4 antag	NPY-Y2 PAM-ag	NPY-Y1 PAM-ag
Cc1ccc(CSc2ncnc3c2cnn3Cc2ccccc2)cc1C	3	30	66*	2.4	0.7	-1.0	-11	1	-22
Nc1cc(=O)[nH]n1C1CCN(c2ccccc2)CC1	3	10	-4	1.9	0.4	0.5	-10	-1	-11
CN(CC(=O)Nc1c(Cl)cccc1Cl)C(=O)CCCN1C(=O)c2ccccc2C1=O	-3	-11	19	-3.9	0.7	-0.4	7	-9	13
CCCCN(C)C(=S)Nc1ccsc1C(=O)OC	11	24	4	2.0	-0.7	-2.3	6	-9	-21
CC(C)(CCO)NC(=S)NC1CC2C=CC1C2 (stereo not drawn)	·	9	-1	1.9	0.1	1.6	2	7	-10
COC(=O)C(Cc1ccccc1)NC(=O)COc1ccc(C(C)(C)C)cc1 (stereo not drawn)	-2	93*	4	-2.6	0.0	-0.5	2	7	6
O=C(c1cccc([N+](=O)[O-])c1)c1ccc2c(c1)C(=O)NC2=O	6	-5	-27	-1.2	1.3	-0.2	22	-7	-16
CC(=O)Nc1ccc(S(=O)(=O)Oc2ccc(/C=N/NC(=O)c3ccc(Cl)cc3)cc2)cc1	-10	-9	-33	-0.8	1.1	0.3	-22	6	-2
COc1ccccc1OCCSc1nnc(C)n1-c1ccccc1	5	12	-18	2.0	-0.7	-1.1	4	-10	-10
Cc1ccc(NC(=S)N2CCN(Cc3ccccc3)CC2)cc1	-4	-5	-7	1.6	0.8	1.7	-4	5	5
COC(=O)c1ccc(N=C2S/C(=C\c3cc(C)n(-c4cccnc4)c3C)C(=O)N2C)cc1	0	42	-7	-0.2	0.9	-1.7	-15	-9	-26
COc1ccccc1N(C(=O)CN1C(=O)c2ccccc2S1(=O)=O)C(C(=O)NCC1CCCO1)c1ccc(F)cc1 (stereo not drawn)	1	9	45	3.7	-0.2	-0.8	3	-7	-6
CCC(C)[C@H](N)c1cn([C@@H](CCCCN)C(=O)N2CCNCC2)nn1 (stereo partly drawn)	3	8	-4	0.9	0.7	2.6	-3	3	6
COc1ccc(NC(=O)/C=C/c2cccc(F)c2)cn1	-3	-16	-56	-1.1	0.7	1.8	-4	-15	-7
CCn1c(SCC(=O)c2ccc(NS(=O)(=O)c3ccccc3)cc2)nnc1-c1cccs1	7	-14	-8	-0.2	-0.5	0.7	-2	-16	2

3 records drawn at random from those above:
SMILES	NPY Y1 blocker	CHOP inh	EP2 modulator	S1P4 ag	TRPML3 agonist	TRPN1 ag	S1P4 antag	NPY-Y2 PAM-ag	NPY-Y1 PAM-ag
CCCCN(C)C(=S)Nc1ccsc1C(=O)OC	11	24	4	2.0	-0.7	-2.3	6	-9	-21
COc1ccccc1OCCSc1nnc(C)n1-c1ccccc1	5	12	-18	2.0	-0.7	-1.1	4	-10	-10
CC(C)(CCO)NC(=S)NC1CC2C=CC1C2 (stereo not drawn)	·	9	-1	1.9	0.1	1.6	2	7	-10

The listing continues:
SMILES	NPY Y1 blocker	CHOP inh	EP2 modulator	S1P4 ag	TRPML3 agonist	TRPN1 ag	S1P4 antag	NPY-Y2 PAM-ag	NPY-Y1 PAM-ag
CN(c1ccc(OCC(=O)OCC(=O)Nc2ccc(F)cc2)cc1)S(=O)(=O)c1ccc(Cl)cc1	1	-6	13	0.1	0.4	-1.2	-12	-1	-5
N#CCCN1CCN(S(=O)(=O)c2ccc(S(=O)(=O)NC3CC3)cc2)CC1	4	-15	7	0.5	0.1	0.1	4	5	-16
Cc1ccc(NC(=O)COC(=O)CNC(=O)C2CCCCC2)c(Br)c1	2	20	40	1.1	0.8	-1.3	-1	1	5
O=C(O)CCc1nc2ccccc2c(=O)[nH]1	·	8	4	-1.5	0.7	0.6	-36	-7	28
CC1CCCCN1C(=O)Cn1c(=O)n(-c2ccc(F)cc2)c(=O)c2sccc21 (stereo not drawn)	-1	6	46	0.6	0.9	0.4	-1	11	11
O=C(NCc1ccccc1)NC(=O)c1ccccc1	-6	3	-7	0.2	0.4	0.5	7	-3	2
CC(C)C(=O)Nc1ncc(Cc2cccc(Cl)c2)s1	-6	6	-5	1.2	0.7	0.0	13	0	-4
O=C(O)c1cccc(NC(=S)NC(NC(=O)c2cccc([N+](=O)[O-])c2)C(Cl)(Cl)Cl)c1 (stereo not drawn)	·	-12	-20	-0.3	0.3	-0.4	-18	5	9
O=C(Nc1ccccc1-c1nc2ccccc2s1)c1ccc(Br)o1	-5	-41	78*	-2.7	1.4	2.3	-14	17	-4
Cc1c(Cc2ccccc2)c(NCCN(C)C)n2c(nc3ccccc32)c1C#N	·	0	46	-0.6	0.2	2.1	1	-2	-7
O=[N+]([O-])c1ccc(CSc2nnc(-c3cnccn3)o2)cc1	5	9	-1	2.2	0.1	-0.5	-2	2	4
CC1=C(C(=O)OCc2ccccc2)C(c2ccccc2)NC(=O)N1CCCCCC(=O)O (stereo not drawn)	-2	4	41	0.7	-0.4	0.8	5	11	4
Cc1ccc(-n2c(SCC(=O)Nc3ccc(N4CCOCC4)cc3)nc3ccccc3c2=O)cc1	-3	22	24	-1.5	0.9	-0.9	-7	1	28
Cc1ccc2c(c1)cc(C)c1nnc(SCC(=O)NCc3ccco3)n12	3	21	-6	0.4	-0.2	-0.2	-20	-4	1
CCOCCOC(=O)C1=C(C)N(C)C(=O)NC1c1ccccc1F (stereo not drawn)	6	-46	-10	0.1	1.1	0.3	-4	3	-1

Some of these compounds in order of the NPY-Y2 PAM-ag value, falling.
Structure,NPY Y1 blocker,CHOP inh,EP2 modulator,S1P4 ag,TRPML3 agonist,S1P4 antag,NPY-Y2 PAM-ag,NPY-Y1 PAM-ag
Cc1ccc(NC(=O)COC(=O)CNC(=O)C2CCCCC2)c(Br)c1,2,20,40,1.1,0.8,-1,1,5
Cc1c(Cc2ccccc2)c(NCCN(C)C)n2c(nc3ccccc32)c1C#N,·,0,46,-0.6,0.2,1,-2,-7
Cc1ccc2c(c1)cc(C)c1nnc(SCC(=O)NCc3ccco3)n12,3,21,-6,0.4,-0.2,-20,-4,1

Continued.
SMILES	NPY Y1 blocker	CHOP inh	EP2 modulator	S1P4 ag	TRPML3 agonist	TRPN1 ag	S1P4 antag	NPY-Y2 PAM-ag	NPY-Y1 PAM-ag
COC(=O)c1ccc(NC(=S)NC2CCCCC2C)cc1 (stereo not drawn)	1	-14	-47	0.8	3.7	1.6	-8	-2	15
COc1cccc(N(CC(=O)Nc2cccc(F)c2)S(C)(=O)=O)c1	0	-9	2	-0.1	-0.9	0.4	-18	-5	7
S=C(NN=C1CCCCCC1)Nc1ccc(Cl)cc1	4	28	0	0.3	0.6	0.3	-7	-2	4
O=C(COC(=O)c1c2c(nc3ccccc13)/C(=C/c1ccco1)CC2)NC1CCCC1	2	-9	-33	-0.3	-0.1	0.8	-13	2	-20
Cc1ccc2c(c1)nnn2C1CCN(C(=O)c2ccccc2F)CC1	2	7	9	0.6	0.3	-0.9	-14	2	0
CNc1oc(Cc2cccc3ccccc23)nc1C#N	-9	44	-12	1.4	0.0	-0.8	11	-12	5
CCOCCCNC(=O)Cn1cc2c(n1)CCCC2	-1	-14	18	0.4	0.5	1.6	-16	-4	-7
Cc1cc(OCCSc2nnc(-c3cccs3)n2C)ccc1Cl	6	28	-29	0.1	-0.3	0.8	1	-3	-3
OCCn1c(-c2ccc(F)cc2)csc1=Nc1ccccc1	-3	55	29	1.4	0.3	-0.8	4	11	12
CCSc1ccccc1C(=O)NCc1ccco1	6	25	25	1.4	1.1	-0.3	-2	-9	0
O=C(NCc1cccnc1)C1CCCN(S(=O)(=O)c2ccccc2)C1 (stereo not drawn)	-1	-11	40	-1.9	0.2	-0.1	-5	-9	-5
Cc1ccc(C(=O)O)cc1NC(=S)NC(=O)c1ccc(-c2ccc(Cl)cc2)o1	·	41	89*	-0.5	0.5	-0.1	-1	-19	-10
CNC(=O)CCC(=O)Nc1ccc(C)cc1	4	9	8	0.3	1.3	-0.1	-2	-2	15
COC(=O)c1[nH]c2cc(OC)ccc2c1NC(=O)CN1CCC(C(N)=O)CC1	2	10	-21	-0.6	1.1	2.3	-7	15	9
O=S(=O)(Nc1nccs1)c1ccc(F)cc1	13	-13	6	0.1	0.5	0.4	2	-15	7

Single records (already shown). Values in the order: NPY Y1 blocker	CHOP inh	EP2 modulator	S1P4 ag	TRPML3 agonist	TRPN1 ag	S1P4 antag	NPY-Y2 PAM-ag	NPY-Y1 PAM-ag
COC(=O)c1[nH]c2cc(OC)ccc2c1NC(=O)CN1CCC(C(N)=O)CC1 across the screens: 2	10	-21	-0.6	1.1	2.3	-7	15	9
CNC(=O)CCC(=O)Nc1ccc(C)cc1 across the screens: 4	9	8	0.3	1.3	-0.1	-2	-2	15

Additional entries follow.
SMILES	NPY Y1 blocker	CHOP inh	EP2 modulator	S1P4 ag	TRPML3 agonist	TRPN1 ag	S1P4 antag	NPY-Y2 PAM-ag	NPY-Y1 PAM-ag
CCOC(=O)c1cc2sccc2n1CC(=O)N1c2ccccc2CC1C (stereo not drawn)	0	58	25	0.6	0.3	0.1	4	-1	11
O=C(CNCc1cccc2ccccc12)Nc1ccccc1[N+](=O)[O-]	14	9	-3	0.8	-0.1	-0.9	-3	-7	-5
CCN(CC)c1ccc(/C=N/NC(=O)CN2CCCc3ccccc32)cc1	-1	70	-50	-0.9	0.4	0.5	4	14	12
CCC(=O)NNc1nc2c(C)cc(C)cc2s1	4	-19	-16	-2.9	0.2	-1.3	-4	-2	9
CCOC(=O)c1sc(S(C)(=O)=O)c2c1CCc1conc1-2	·	8	21	1.4	0.4	1.4	-6	6	9
CC(C)c1ccc(NC(=O)CCNS(=O)(=O)c2cccc3nonc23)cc1	-1	33	-9	-2.1	-0.8	-0.4	-13	8	31
Cc1c(C)n2c3c(cccc13)CC2	-1	25	36	0.8	0.6	3.1	0	2	5
Cc1ccc(C(c2sc3nc(C)nn3c2O)N2CCOCC2)cc1 (stereo not drawn)	0	13	25	0.6	-0.2	-0.5	8	12	11
COc1ccccc1NC(=O)CN1C(=O)CSC(C)C1=O (stereo not drawn)	0	26	13	1.8	0.6	-0.1	-9	1	-11
Cc1cccc(N2C(=O)C(O)=C(C(=O)c3cccs3)C2c2ccc(Cl)cc2)n1 (stereo not drawn)	·	15	23	-0.1	-0.9	-1.4	-1	-16	18
Cc1ccc(/C=N/NC(=S)NC2CCCCC2)o1	·	3	1	0.4	0.2	-0.9	-3	-11	17
O=C(Cn1cc([N+](=O)[O-])cn1)NCC1CCCO1 (stereo not drawn)	0	15	15	0.5	0.2	-0.8	-21	5	-6
O=[N+]([O-])c1cnn2cc(Br)cnc12	3	-20	4	2.0	1.5	-0.1	-28	9	29
O=C(NCc1ccccc1)N1CCC(CO)(Cc2cccc(F)c2)CC1	·	56	-50	0.0	-0.4	0.3	-12	8	11
